TrxR1 inh = qHTS Assay for Inhibitors of Mammalian Selenoprotein Thioredoxin Reductase 1 (TrxR1): qHTS; Thioredoxin reductase 1, cytoplasmic (Rattus norvegicus), O89049; recombinant rTrxR1, NADPH fluorescence consumption, selenite substrate; Potency, µM (titrated, usually from 114 µM), without a hit: at the highest dose activity change, negative = inhibition, most hits filed as inhibitors; actives 1% (n = 390,000); AID 588453, 2011; also: potency is read from the fitted curve at half-maximal effect; % is scaled to controls: 0 for no effect and ±100 for the full control effect; nearly all actives have a fitted effect of over 65% in size
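Rat TrxR1 (90 nM in the dispensed reagent) was pre-reduced with 400 uM NADPH for 5 min at room temperature, then incubated with compound for 15 min. After 400 uM selenite was added, NADPH fluorescence (Ex 340/Em 450 nm) was followed for 8 min.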
HP1b binding inh = HTS for Inhibitors of HP1-beta Chromodomain Interactions with Methylated Histone Tails; Chromobox protein homolog 1 (Homo sapiens), P83916; AlphaScreen HP1-beta / biotin-H3K9me3 peptide binding; Potency, µM (highest dose often 114 µM), without a hit: top-dose activity change, negative = inhibition, usual class: inhibitors; actives 0.56% (n = 390,000); AID 540317, 2011; also: potency is read from the fitted curve at half-maximal effect; nearly all actives have a fitted effect of over 70% in size; inactives centre near 23
Target sequence (P83916 whole entry, looked up): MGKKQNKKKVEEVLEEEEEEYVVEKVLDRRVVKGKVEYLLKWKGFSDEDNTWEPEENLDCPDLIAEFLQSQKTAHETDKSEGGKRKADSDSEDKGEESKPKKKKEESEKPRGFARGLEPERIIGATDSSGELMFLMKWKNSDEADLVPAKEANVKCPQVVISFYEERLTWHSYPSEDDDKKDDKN
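AlphaScreen: HP1-beta (50 nM) preformed 30 min with biotin-H3(1-18)K9me3 peptide (50 nM) in PBS pH 7.4, 0.01% Tween-20. Compound added for 30 min at RT, then streptavidin donor/nickel chelate acceptor beads (10 ug/mL) for 30 min.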
Pin1 inh = qHTS Assay to Find Inhibitors of Pin1; actives 0.009% (n = 390,000); Pin1 FP peptide displacement, HiFluor488, 10 min; Potency, µM (top dose mostly 115 µM), for inactives: at the highest dose activity, negative = inhibition, most hits filed as inhibitors; active = well fitted inhibition curve with a large enough effect in the polarisation, with a control signal flat, not every such curve was filed as active; inconclusive = small, poorly fitted or top-dose-only effect, or effect the other way, or a change in a side signal; inactive = no such curve, though single readings can be large or run the other way; the % refers to the polarisation; also: potency is read from the fitted curve at half-maximal effect; % is scaled to controls: 0 for no effect and ±100 for the full control effect
PGK inhibitor = qHTS Assay to Find Inhibitors of Phosphoglycerate Kinase | PGK/GAPDH coupled, Kinase-Glo luminescence, 60 min | Potency, µM (top dose mostly 57.5 µM), without a hit: at the top dose activity change, negative = inhibition, most hits filed as inhibitors | Phosphoglycerate kinase, glycosomal (Trypanosoma brucei brucei), P07378 | AID 602233, 2012 | actives 0.043% (n = 380,000); also: potency is read from the fitted curve at half-maximal effect; % is scaled to controls: 0 for no effect and ±100 for the full control effect; nearly all actives have a fitted effect of over 60% in size
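Luminescent ATP detection (Kinase-Glo Plus) follows a 60-minute room-temperature incubation, with wells lacking PGK as controls. Buffer: 100 mM TEA (pH 7.6), 5 mM MgCl2, 0.01% Tween-20. Coupling enzyme GAPDH (100 nM final) supplies unstable 1,3-BPG in-well.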
GLS inhibitor = qHTS for Inhibitors of Glutaminase (GLS). Glutaminase kidney isoform, mitochondrial (Homo sapiens), O94925. GLS enzymatic activity, qHTS titration. Potency, µM (highest dose often 45.5 µM), for the others: at the highest dose activity change, negative = inhibition, actives largely listed as inhibitors. actives 0.21% (n = 410,000); also: potency is read from the fitted curve at half-maximal effect; % is scaled to controls: 0 for no effect and ±100 for the full control effect
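Enzyme dispensed in phosphate buffer (45 mM, pH 8.2, 0.02% Tween-20), compounds pinned in, then 1 mM L-glutamine solution and the glutamate oxidase–HRP–Amplex Red mix added; fluorescence read immediately and again after 30 min at room temperature.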
PI4K2A inh = qHTS for small molecular inhibitors of PI4K2A; Phosphatidylinositol 4-kinase type 2-alpha (Homo sapiens), Q9BTU6; purified PI4K2A, ADP-Glo luminescence, 1 h; active compounds read low; actives 0.13% (n = 420,000); activity change, negative = inhibition, % at 76.9 µM; in the data active = activity change below about -50%; inconclusive = mostly about -30% to -49%;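 also: -100% = wells without enzyme as full effect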
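ADP-Glo luminescence measured ADP generated by PI4K2A enzyme (4 ug/mL before mixing) with 1.2 mM PI substrate (pre-mix) and 300 microM ATP (pre-mix). Tris pH7.5 buffer with MgCl2, Triton X-100; 1 h reaction at ambient temperature.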
TrxR1 substrate = qHTS Assay for Substrates of Mammalian Selenoprotein Thioredoxin Reductase 1 (TrxR1): qHTS; purified TrxR1 substrate turnover, NADPH consumption readout; actives 0.01% (n = 390,000); AID 588456, 2011; Thioredoxin reductase 1, cytoplasmic (Rattus norvegicus), O89049; Potency, µM (doses to about 114 µM), for inactives: at the top dose activity change, negative = substrate turnover; also: potency is read from the fitted curve at half-maximal effect; % is scaled to controls: 0 for no effect and ±100 for the full control effect; nearly all actives have a fitted effect of over 50% in size
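Rat TrxR1, dispensed at 90 nM, was prereduced with 400 uM NADPH (final) for 5 min at ~22 deg C, then incubated with compound 15 min before 400 uM selenite. A first-read NADPH fluorescence drop versus no-compound background flagged substrates.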
USP1-UAF1 inh = Inhibitors of USP1/UAF1: Primary Screen. Potency, µM (doses to about 57.1 µM), for the others: at the top dose activity change, negative = inhibition, most hits filed as inhibitors. recombinant USP1/UAF1, Ub-Rhodamine cleavage fluorescence. actives 0.23% (n = 390,000); also: potency is read from the fitted curve at half-maximal effect; % is scaled to controls: 0 for no effect and ±100 for the full control effect; nearly all actives have a fitted effect of over 60% in size; inactives centre near -12
Target sequence (O94782 whole entry, looked up): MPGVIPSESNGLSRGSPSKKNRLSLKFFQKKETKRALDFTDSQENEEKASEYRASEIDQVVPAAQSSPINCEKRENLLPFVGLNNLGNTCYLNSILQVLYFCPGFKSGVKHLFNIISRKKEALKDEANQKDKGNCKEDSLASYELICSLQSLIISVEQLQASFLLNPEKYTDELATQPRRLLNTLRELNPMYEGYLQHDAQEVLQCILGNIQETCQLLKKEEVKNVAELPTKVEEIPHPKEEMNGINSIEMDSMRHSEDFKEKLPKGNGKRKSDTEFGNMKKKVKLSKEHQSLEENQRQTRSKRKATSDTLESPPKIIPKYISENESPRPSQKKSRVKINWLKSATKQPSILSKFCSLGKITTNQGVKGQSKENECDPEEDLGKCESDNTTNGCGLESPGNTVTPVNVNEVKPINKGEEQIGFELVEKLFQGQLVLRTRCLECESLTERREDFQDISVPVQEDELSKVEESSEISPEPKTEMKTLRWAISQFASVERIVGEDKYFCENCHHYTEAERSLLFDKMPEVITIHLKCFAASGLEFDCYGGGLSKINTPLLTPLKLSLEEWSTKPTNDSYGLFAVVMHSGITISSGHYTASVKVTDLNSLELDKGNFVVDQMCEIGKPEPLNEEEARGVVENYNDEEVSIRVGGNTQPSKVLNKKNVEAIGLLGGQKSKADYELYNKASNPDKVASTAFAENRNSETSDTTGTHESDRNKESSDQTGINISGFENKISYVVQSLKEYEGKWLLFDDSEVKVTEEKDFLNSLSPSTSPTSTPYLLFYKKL
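In this screen, compounds sit with the deubiquitinase complex (1nM) for 15 min at room temperature before Ub-Rho is added at 150nM final. Fluorescence rise is then followed for 6 reads every 60 seconds.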
mIDH1 inhibitor = qHTS for Inhibitors of mutant isocitrate dehydrogenase 1 (IDH1): qHTS; Isocitrate dehydrogenase [NADP] cytoplasmic (Homo sapiens), O75874; IDH1-R132H enzyme, NADPH consumption, diaphorase/resazurin fluorescence; Potency, µM (highest dose often 76.6 µM), without a hit: top-dose activity change, negative = inhibition, actives largely listed as inhibitors; actives 0.093% (n = 390,000); AID 602179, 2012; also: potency is read from the fitted curve at half-maximal effect; % is scaled to controls: 0 for no effect and ±100 for the full control effect; nearly all actives have a fitted effect of over 65% in size
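IDH1-R132H (0.5 ug/mL) preincubated 30 min with compound, then NADPH (0.016 mM) and alpha-KG (2 mM) added; 80 min at RT, pH 7.5. Remaining NADPH coupled via diaphorase/resazurin to fluorescence (540/590 nm); concentration-response curves normalized to no-enzyme control.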
Numbers without * were called inactive; i = inactive; ? = inconclusive; [ ] = remark or other dose. Unless noted, calls follow the shape of the dose curve; as a rule, active = well fitted curve in the direction sought with a large enough effect; inconclusive = small, poorly fitted or top-dose-only effect, or another doubt; inactive = no such curve, though single readings can be large; an effect the other way counts as inactive or inconclusive.

SMILES	TrxR1 inh	HP1b binding inh	Pin1 inh	PGK inhibitor	GLS inhibitor	PI4K2A inh	TrxR1 substrate	USP1-UAF1 inh	mIDH1 inhibitor
COc1ccc(NC(=O)N2CCc3ccccc32)cc1	2.4%	28.8%	-2.2%	?	10.5%	-53.7*	-3.9%	-19.9%	12.3%
COc1ccc(NC(=O)Cc2ccc(Cl)cc2)cc1S(=O)(=O)N1CCCCC1	-3.1%	16.1%	18.1%	-9.0%	6.6%	5.6	-10.9%	-15.0%	-10.4%
CCOC(=O)c1ccc(N2C(=O)c3[nH]nc(-c4ccccc4)c3C2c2ccc(C(C)C)cc2)cc1 (centres undefined)	23.7%	28.9%	-5.3%	i	-4.9%	4.2	-2.9%	-31.0%	11.9%
COc1cc2cc(CCO)oc(=O)c2cc1OC	24.5%	23.5%	-4.3%	-7.3%	-0.7%	0.4	8.8%	-10.8%	18.4%
COc1cc2c(cc1OC)CN(Cc1cc(=O)oc3cc(C)c(C)cc13)CC2	-6.5%	34.6%	30.9%[activator]	i	-24.3%	-3.8	10.0%	?	3.2%
Cn1c(=O)[nH]c(=O)c2c1nc(NCc1ccco1)n2CCCc1ccccc1	6.1%	24.4%	0.2%	-1.7%	4.0%	2.1	3.5%	-20.4%	7.3%
COc1ccc(CC(=O)N2CCN(c3ccccc3OC)CC2)cc1OC	-28.7%[11.4 µM]	17.4%	0.6%	12.9%	5.3%	0.8	0.7%[11.4 µM]	-5.0%	-1.2%
O=C1CC(NS(=O)(=O)c2cccnc2)CN1c1cccc(F)c1 (centres undefined)	2.1%[57.1 µM]	26.0%	3.8%	7.1%	-1.0%	-3.0	1.1%[57.1 µM]	-7.5%	-12.9%
CCOc1cccc2sc(N(CCN(C)C)C(=O)/C=C/c3cccs3)nc12	-2.6%	-10.1%	12.6%	-0.8%	1.1%	-1.1	-6.0%	?	-0.8%
COc1cc(C(=O)NCC(c2ccccc2)N(C)C)ccc1OCC(=O)N1CCOCC1 (centres undefined)	19.9%[57.1 µM]	19.3%	-2.5%	1.6%	3.5%	-0.5	6.5%[57.1 µM]	-14.7%	6.8%
CCOc1cc(C(=O)OCC(=O)Nc2cc(C)on2)ccc1OCC(C)C	11.5%[57.1 µM]	18.7%	4.0%	-4.7%	-2.0%	0.2	-24.4%[57.1 µM]	-7.2%	2.8%
Clc1ccc(-c2nc3ncccn3c2Cl)cc1	17.7%	54.0%[activator]	1.6%	-7.0%	0.4%	-9.7	111.0%[activator]	-27.2%	19.5%
NCCCC[C@H]1CNC(=S)N1CCc1cccc(F)c1	6.1%[57.1 µM]	44.5%[activator]	3.5%	1.0%	0.5%	1.0	8.6%[57.1 µM]	-11.9%	-1.8%
Cc1ccc(C(=O)Nc2ccc3c(c2)CCC3)cc1	13.9%	71.1%[activator]	-0.1%	-5.7%	1.0%	-11.2	3.5%	-19.4%	4.0%
O=C(NCCNC1CCC(c2ccccc2)CC1)c1cccs1 (centres undefined)	17.5%[57.1 µM]	?	-0.7%	8.4%	0.0%	3.2	6.8%[57.1 µM]	-10.7%	-0.7%
C=CC[C@H](CC(=O)OC(C)(C)C)C(=O)OC[C@@H]1CCCN1C(=O)[C@@H](CC=C)CC(=O)NCCO	22.9%	44.4%[activator]	-7.6%	-2.5%	3.2%	-3.1	8.7%	?	1.3%
COc1ccc(N(C)S(=O)(=O)c2cccc3nsnc23)cc1	-3.3%[57.1 µM]	-6.5%	-4.0%	0.5%	7.5%	5.3	-2.0%[57.1 µM]	-18.2%	-2.0%
COc1cc([C@H]2[C@@H]3CCCC[C@]3(O)CCN2CC(=O)Nc2ccc(C)cc2C)ccc1O	1.1%[57.1 µM]	36.3%	2.6%	4.7%	3.7%	1.9	-5.4%	-7.5%	-0.3%
CN(C)c1ccc(C(C(=O)NCC2CCCO2)N(C(=O)c2snc(C(N)=O)c2N)c2ccc3c(c2)OCO3)cc1 (centres undefined)	6.6%	-7.0%[57 µM]	-5.9%	-7.7%	2.5%	-0.8	-1.7%	-22.2%	-3.5%
Cn1cc([N+](=O)[O-])c(C(=O)N/N=C/c2cc3c(cc2Br)OCO3)n1	-5.3%	26.2%	2.6%	-1.2%	1.1%	-3.2	-8.3%	-18.3%	0.3%

Reformatted as a markdown table: part of the list above
| Molecule | TrxR1 inh | HP1b binding inh | Pin1 inh | PGK inhibitor | GLS inhibitor | PI4K2A inh | TrxR1 substrate | USP1-UAF1 inh | mIDH1 inhibitor |
| --- | --- | --- | --- | --- | --- | --- | --- | --- | --- |
| O=C1CC(NS(=O)(=O)c2cccnc2)CN1c1cccc(F)c1 (centres undefined) | 2.1%[57.1 µM] | 26.0% | 3.8% | 7.1% | -1.0% | -3.0 | 1.1%[57.1 µM] | -7.5% | -12.9% |
| Cn1cc([N+](=O)[O-])c(C(=O)N/N=C/c2cc3c(cc2Br)OCO3)n1 | -5.3% | 26.2% | 2.6% | -1.2% | 1.1% | -3.2 | -8.3% | -18.3% | 0.3% |
| NCCCC[C@H]1CNC(=S)N1CCc1cccc(F)c1 | 6.1%[57.1 µM] | 44.5%[activator] | 3.5% | 1.0% | 0.5% | 1.0 | 8.6%[57.1 µM] | -11.9% | -1.8% |
| COc1ccc(CC(=O)N2CCN(c3ccccc3OC)CC2)cc1OC | -28.7%[11.4 µM] | 17.4% | 0.6% | 12.9% | 5.3% | 0.8 | 0.7%[11.4 µM] | -5.0% | -1.2% |

(more compounds)
SMILES	TrxR1 inh	HP1b binding inh	Pin1 inh	PGK inhibitor	GLS inhibitor	PI4K2A inh	TrxR1 substrate	USP1-UAF1 inh	mIDH1 inhibitor
Cc1nn(C)cc1C(=O)Nc1ccccc1Br	-2.3%[57.1 µM]	13.1%	?	9.1%	3.2%	4.2	-5.5%	-12.3%	14.3%
Cc1ccc(C(=O)Nn2cnc3ccccc3c2=O)cc1C	0.1%	27.8%	-0.3%	-1.1%	-5.1%	-0.4	-10.0%	-6.2%	7.1%
Cc1ccc(NC(=O)CSc2ncn[nH]2)c([N+](=O)[O-])c1	19.8%	-14.1%	-0.5%	-1.5%	-2.3%	-4.8	7.1%	-5.9%	2.4%
CC1CCCC(C)N1C(=O)COc1ccc([N+](=O)[O-])cc1Cl (centres undefined)	21.8%	23.2%	-0.6%	-3.3%	-2.6%	3.5	-8.0%	-9.1%	1.4%
COc1ccc(-c2nc(CSCC(=O)N3CCc4ccccc4C3)c(C)o2)cc1OC	-3.6%[57.1 µM]	11.3%	-4.9%	-3.2%	1.0%	-7.0	7.0%[57.1 µM]	-22.2%	2.1%
O=C(O)C1=C[C@H](c2csc3ccccc23)C[C@H](OCCCCO)O1	-5.6%	3.3%	-4.7%	-3.0%	4.6%	-1.1	5.5%	-14.1%	9.2%
Cc1cnc(C(=O)NC(C)CCc2ccccc2)cn1 (centres undefined)	1.0%	47.7%[activator]	-5.9%	i	1.5%	3.4	-7.4%	-10.0%	-2.3%
Cc1cc2oc(C(=O)N(Cc3ccccc3)c3ccccn3)cc(=O)c2cc1Cl	12.5%	29.3%	-1.1%	-5.0%	-6.7%	-3.7	-0.2%	-17.5%	13.8%
C=CCN1C(=O)CN=C1Nc1cc(C)ccc1C	11.3%	48.0%	?	6.1%	4.0%	-4.0	4.2%	0.7%	8.0%
Cc1ccc2c(c1)c1ncnc(N3CCOCC3)c1n2C	-9.7%	20.8%	1.6%	-5.7%	1.7%	-3.9	375.7%[activator]	-11.1%	2.5%
CCc1cccc(C)c1NC(=O)C1CCCN(S(=O)(=O)c2cccc3nsnc23)C1 (centres undefined)	-21.2%	6.0%	-9.6%	-1.9%	-19.7%	-4.4	-14.5%	0.8%	-9.3%
Cc1ccc(N2CCN(C(=O)N3CCOCC3)CC2)cc1C	21.0%	29.2%	3.4%	i	24.2%	-0.4	4.6%	-5.3%	5.8%
CC1CN(C(=O)c2cccc(Oc3ccccc3)c2)CC(C)O1 (centres undefined)	-8.7%	26.5%	4.2%	-4.6%	13.7%	-5.3	-11.2%	-10.6%	0.0%
Cc1cc(=O)[nH]c(N/N=C/CCc2ccccc2)n1	13.7%	24.3%	1.8%	4.4%	-1.6%	-1.9	4.7%	-9.2%	5.4%
CCC(C)N1C(=O)c2ccccc2C1C(=O)NC1CCCCCC1 (centres undefined)	-12.2%	30.4%	-7.0%	-10.0%	-1.7%	2.9	-9.2%	-6.1%	5.3%
COc1cccc(NC(=O)CN(C)C(=O)c2cc(CN3C(=O)c4ccccc4C3=O)ccc2OC)c1	10.7%	26.7%	2.5%	-0.3%	-2.0%	2.7	0.5%	-20.6%	22.4%

These rows are one share of the data (hit frequency here may not be typical).
